KAT2A inh: qHTS Assay for Inhibitors of GCN5L2; GCN5L2 HAT assay, ThioGlo1 CoA-SH fluorescence; Potency, µM (titrated, usually from 58.9 µM), inactives show at the highest dose activity change, negative = inhibition, hits mostly inhibitors; 0.21% of 390,000 active
Target sequence (Q92830 whole entry, looked up): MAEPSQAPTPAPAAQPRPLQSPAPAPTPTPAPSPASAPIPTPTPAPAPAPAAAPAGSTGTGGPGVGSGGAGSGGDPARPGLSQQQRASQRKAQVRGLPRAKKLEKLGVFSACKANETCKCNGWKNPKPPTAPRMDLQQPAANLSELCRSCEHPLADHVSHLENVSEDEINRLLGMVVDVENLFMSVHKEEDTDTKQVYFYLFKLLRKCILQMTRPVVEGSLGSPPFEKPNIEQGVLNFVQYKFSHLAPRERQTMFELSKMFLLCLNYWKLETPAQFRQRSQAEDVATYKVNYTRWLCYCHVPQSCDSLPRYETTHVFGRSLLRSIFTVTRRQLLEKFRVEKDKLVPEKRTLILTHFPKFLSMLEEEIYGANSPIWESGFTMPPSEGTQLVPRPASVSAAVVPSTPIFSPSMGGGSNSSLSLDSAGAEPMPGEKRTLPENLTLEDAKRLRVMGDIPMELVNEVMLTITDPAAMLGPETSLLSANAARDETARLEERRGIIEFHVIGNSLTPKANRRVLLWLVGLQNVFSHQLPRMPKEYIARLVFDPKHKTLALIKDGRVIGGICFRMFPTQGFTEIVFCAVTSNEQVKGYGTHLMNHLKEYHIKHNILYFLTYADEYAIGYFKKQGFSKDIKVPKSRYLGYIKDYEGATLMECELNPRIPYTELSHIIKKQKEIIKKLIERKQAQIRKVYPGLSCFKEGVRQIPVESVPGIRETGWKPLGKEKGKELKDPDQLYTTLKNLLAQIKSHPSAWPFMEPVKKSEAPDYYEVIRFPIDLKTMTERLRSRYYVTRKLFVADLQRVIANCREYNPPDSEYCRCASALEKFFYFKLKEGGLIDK
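Titration-based screen in which CoA formation is detected via maleimide probe ThioGlo1 (50uM) turning fluorescent on thiol reaction; substrates H3(1-25) 75uM and acetyl-CoA 70uM, GCN5L2 20nM, 20 min incubation at room temperature.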
TDP1 block: qHTS Assay for Inhibitors of Tyrosyl-DNA Phosphodiesterase (TDP1). Potency, µM (series often up to 130 µM), for inactives: top-dose activity change, negative = inhibition, actives largely listed as inhibitors. 0.28% of 350,000 active. Tyrosyl-DNA phosphodiesterase 1 (Homo sapiens), Q9NUW8. recombinant TDP1, AlphaScreen DNA substrate cleavage; further: nearly all actives have a fitted effect of over 40% in size
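Tdp1 1 nM final; 15 min RT w/ cpd; substrate 15 nM, 5 min; beads 10 ug/ml, 10 min; AlphaScreen read. Neg ctrl: no enzyme.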
DT40 TDP1 no CPT: qHTS for Inhibitors of human tyrosyl-DNA phosphodiesterase 1 (TDP1): qHTS in cells in absence of CPT | DT40 Tdp1-/- hTDP1 cells, no CPT, ATP luminescence, 48 h | Potency, µM (series often up to 46.2 µM), inactives show top-dose activity change, negative = growth inhibition, actives largely listed as inhibitors | 15% of 420,000 active | AID 686978, 2013; further: nearly all actives have a fitted effect of over 55% in size
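Chicken DT40 Tdp1-/- cells stably complemented with human TDP1 were seeded at 400 cells/well with DMSO in place of 20 nM camptothecin. After compound pinning, cells grew at least 48 hr at 37 °C; viability read by CellTiter-Glo luminescence.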
The depositor's hits bear a star; ? = inconclusive; / = not tested or not shown; & = joins results of further samples; [ ] = remark or other dose. The call rests on the fitted dose curve; in most records, active means well fitted curve in the direction sought with a large enough effect; inconclusive means small, poorly fitted or top-dose-only effect, or another doubt; inactive means no such curve, though single readings can be large; an effect the other way counts as inactive or inconclusive. On the % scale 0 is the no-effect control and ±100 the full control effect; potency means the concentration at half of the fitted maximal effect. Some of the compounds tested, so the mix of outcomes need not match the whole.

Structure	KAT2A inh	TDP1 block	DT40 TDP1 no CPT
COc1ccc(-c2cc(C(F)(F)F)n3nc(C(=O)Nc4sc5c(c4C(=O)OC(C)C)CCCC5)cc3n2)cc1OC	-1.0%	3.2%	-14.5%
Cc1nc2c(sc3nc4c(cc32)COC(C)(C)C4)c(=O)n1CC(=O)NCc1ccco1	-5.7%	-1.0%	4.11µM*
O=C(CN(c1cccc(C(F)(F)F)c1)S(=O)(=O)c1ccccc1)N1CCOCC1	2.3%	-4.2%	-21.1%
Cc1ccc(C2(C(F)(F)F)NC(=O)N3N=C4CCCCCN4C3=C2C#N)cc1 (stereo unspecified)	-1.1%	5.0%	-11.3%
CCc1ccc(OCCSc2nc3ccccc3n2CC(=O)N2CCCCC2)cc1	-1.9%	11.4%	?
COc1ccc(CNCc2cn(-c3cccc(F)c3)nc2-c2ccc(C)o2)cc1	-12.5%	5.4%	16.4µM*
Nc1nc(NCc2ccccc2)n(-c2ccccc2)n1	-5.5%	/	-8.7%
Cc1ccc(N(C)S(=O)(=O)c2c(C)noc2/C=C/N(C)C)cc1	-3.2%	7.1%	?
O=C(NCCc1ccccc1)C1CCCN(C(=O)Nc2ccc(F)cc2)C1 (stereo unspecified)	-7.6%	-4.1%	6.51µM*
COC(=O)CNC(=O)COC(=O)c1ccc(Cl)nc1	-1.7%	-5.0%	0.6%
Cc1ccc(N2CCN(C(=O)c3ccccc3Br)CC2)c(C)c1	-5.5%	1.0%	25.9µM*
CCN(CC(=O)Nc1ccc(NC(C)=O)cc1)C(=O)CSCC(=O)Nc1ccc(C)cc1	-1.1%	3.9%[0.505 µM]	-18.6%
CCOc1ccccc1NC(=O)Cn1c(=O)n(CCC(=O)NC2CCCC2)c(=O)c2ccccc21	0.0%	1.8%	/
O=C(CCn1cnc2ncccc2c1=O)N1CCN(c2cccc(Cl)c2)CC1	3.1%	-2.5%	?
CSc1c(-c2ccccn2)c(N)nn1C(=O)C1CC1	-8.2%	0.0%	?
CN(CCc1ccccc1)C1CCCN(C(=O)Cn2cccn2)C1 (stereo unspecified)	-0.6%	3.4%	22.8%
CCN(CC)c1ccc(NS(=O)(=O)c2ccc(OC)cc2)cc1	-5.4%	8.1%	2.0%
COc1cccc2cc(C(=O)NC(C)c3ccccc3)c(=O)oc12 (stereo unspecified)	-22.6%	/	0.0%
O=C1/C(=C/c2ccccc2Cl)SC(=S)N1CCC(=O)N1CCCCC1CCO (stereo unspecified)	-15.8%	11.9%	10.3µM*
Cc1cc(Cl)cc(C)c1OCCCCn1ccnc1	-2.8%	8.2%	?
O=S1(=O)[C@H]2C[C@@H]3CC[C@]2(CN1Cc1cccc(F)c1)O3	-3.8%	/	1.5%
Cc1ccc(Nc2nc(N)nc(CN3CCN(Cc4ccc5c(c4)OCO5)CC3)n2)c(C)c1	-0.7%	2.9%	?
COc1cccc(CNC(=O)CCCSc2ccccc2)c1	-7.8%	/	-2.9%
CCOc1ccc(NC(=O)CCSc2nc3c(c(CC)c2C#N)C(=O)CC(C)(C)C3)cc1	-2.5%	-1.0%	20.6µM*
COc1ccccc1-n1nnnc1SCC(=O)NC1CCCC1	0.8%	6.8%	-6.5%
O=C(NCCC1=CCCCC1)N[C@@H](Cc1ccccc1)C(=O)O	3.9%	1.1%	-25.0%
CCN(CC(=O)NCc1cccs1)C(=O)/C=C/c1cccc(Cl)c1Cl	1.7%	/	-16.3%
O=C(COc1ccccc1[N+](=O)[O-])Nc1ccc(-c2nc3ccccc3s2)cc1	-5.4%	-4.7%	20.6µM*
Cc1cc2oc(=O)cc(CN3CCCCC3C)c2cc1C (stereo unspecified)	-27.1%	/	?
COc1cccc(NC(=O)CN(C)C(=O)C(Sc2ccccc2)c2ccccc2)c1 (stereo unspecified)	-7.4%	2.2%	?
COc1ccc(NC(=O)c2ccc3c(c2)OCO3)cc1	-14.0%	3.1%	?
CCOc1ccc(NC(=O)CN(C)C(=O)c2cc([N+](=O)[O-])ccc2N2CCOCC2)cc1OCC	-2.9%	/	-24.7%
COc1ccc(OC)c(NC(=O)CCN2CCN(c3ccccc3OC)CC2)c1	-1.6%	/	?
O=C(CNC(=O)c1cccs1)c1ccc(Cl)cc1	-3.5%	/	-15.6%
COc1ccc(/C=C/C(=O)NCC2COc3ccccc3O2)c(OC)c1 (stereo unspecified)	-12.0%	2.5%	?
CC(C)(C)NC(=O)C[C@H]1C[C@H](C(=O)N2CCCCC2)[C@@]2(C)c3[nH]c4ccc(Cl)cc4c3CCN2C1=O	-3.6%	2.0%[56.1 µM]	20.6µM*
CN(CCC#N)C(=O)COC(=O)[C@H](Cc1ccccc1)N1C(=O)c2ccccc2C1=O	19.2%	/	0.3%
COc1ccc(C(=O)CSc2ccc(-c3ccccc3)nn2)cc1	-3.9%	5.3%	?
CC(OC(=O)c1nn(C)c(=O)c2ccccc12)C(=O)NC1CCCCC1C (stereo unspecified)	1.2%	-0.1%	-8.8%
Clc1ccc(-c2nnc(COc3ncnc4ccccc34)o2)cc1	-7.7%	0.0%	-7.0%
CC1=NN(c2ccc(F)cc2)C(=O)C1C(c1cccc(O)c1)c1c(C)[nH]n(-c2ccc(F)cc2)c1=O (stereo unspecified)	-12.6%	10.1%	?
CC(C)c1ccc(Nc2ncccc2C(=O)O)cc1	-0.6%	3.6%	-6.6%
COc1cc2c(cc1O)[C@@H]1Cc3cc(O)c(OC)cc3[C@H](C2)N1C	25.1%	2.4%	?
CCc1ccc(C(=O)C(C)OC(=O)c2nn(C)c(=O)c3ccccc23)cc1 (stereo unspecified)	-12.5%	/	-20.9%
O=C(O)c1ccccc1CSc1nnnn1-c1ccccc1	2.1%	/	-4.9%
C/C(=N\NC(=O)c1ccccc1)c1cc2cc([N+](=O)[O-])ccc2oc1=O	6.0%	-5.3%	?
Cc1ccc2[nH]c(=O)c(CN(Cc3ccccc3)Cc3nnnn3C3CCCC3)cc2c1	-15.8%	-2.4%	?
COc1ccc([N+](=O)[O-])cc1NC(=O)CSc1nc(C)cc(C)n1	-11.3%	8.2%	?
COc1cc2c(cc1OC)-c1c(OC)c(OC)cc3ccnc(c13)C2=O	0.3%	11.9%[56.1 µM]	4.11µM*
O=C(/C=C\c1ccco1)Nc1ccc(N2CCN(C(=O)c3ccccc3)CC2)cc1	-5.0%	7.1%	?
O=C(Nc1ccc(C(=O)O)cc1)/C(=C\c1ccc2c(c1)OCO2)NC(=O)c1ccc(Br)o1	-8.1%	2.5%	?
CC(C)Sc1nc2sc3c(c2c(=O)n1Cc1ccccc1)CCCC3	-1.6%	1.9%[2.28 µM]	?
CN(C)CCN(C(=O)c1ccc(S(=O)(=O)N(C)c2ccccc2)cc1)c1nc2ccc(Cl)cc2s1	-12.8%	8.8%	-1.8%
COC(=O)c1ccccc1NC(=O)c1ccc(-c2ccccc2F)o1	-3.3%	-7.6%	-28.0%
Cc1cccc(CNc2ccc(C(CC(N)=O)NC(=O)c3ccccc3)cc2[N+](=O)[O-])c1 (stereo unspecified)	-2.9%	0.0%	?
CCOc1cc(C(=O)O/N=C(\N)c2ccc([N+](=O)[O-])cc2)cc(OCC)c1OCC	-3.0%	3.1%	?

(next part)
Structure	KAT2A inh	TDP1 block	DT40 TDP1 no CPT
CC(=O)Nc1ccc(S(=O)(=O)N2CCCc3ccccc32)cc1	-6.4%	4.4%	9.2µM*
CC(C)N(C(=O)COC(=O)[C@H](C)NC(N)=O)c1ccccc1	0.7%	-2.5%	-4.5%
CC(CCc1ccccc1)NC(=O)CNC(=O)c1cccs1 (stereo unspecified)	-3.1%	2.6%	8.5%
CC1CC1C(=O)OCC(=O)Nc1ccc2[nH]c(=O)[nH]c2c1 (stereo unspecified)	-17.0%	-8.2%	-6.4%
CCOC(=O)C1CCN(S(=O)(=O)c2csc(C(N)=O)c2)CC1	-0.3%&0.2%	3.4%&-2.6%	18.3%&-17.1%
COc1cccc(/C(C)=N/N=C(\C)c2cccc(OC)c2)c1	-5.3%	/	-1.0%
COc1cc([N+](=O)[O-])ccc1NC(=S)Nc1cc(C(=O)OC(C)C)cc(C(=O)OC(C)C)c1	0.0%	0.6%	?
O=C(NC1CCCC1)C1CC(=O)N(CCc2ccccc2)C1 (stereo unspecified)	-15.0%	5.9%	-17.4%
CCC(C)c1ccc(NC(=O)COC(=O)CCNC(=O)c2ccco2)cc1 (stereo unspecified)	0.8%	-0.3%[56.1 µM]	-13.1%
Cc1ccc(C(=O)CN2C(=O)C(=O)N(Cc3ccccc3)C2=O)cc1	3.3%	/	-18.5%
O=C(/C=C/c1cccc([N+](=O)[O-])c1)N1CCN(c2ccccn2)CC1	0.2%	3.7%[56.1 µM]	-3.8%
CN1C(=O)/C(=C/c2ccccc2Cl)Sc2ccc(C(=O)NCc3cccnc3)cc21	-17.8%	6.1%	?
Cc1nn2c(=O)cc(COC(=O)COc3ccccc3C)nc2s1	0.5%	3.2%	-0.8%
O=C(NCc1ccccc1)C1CCC1	-4.0%	3.4%	1.0%
Cc1cc(C)nc(Nc2cc([N+](=O)[O-])ccc2C)n1	-7.8%	8.2%	-12.5%
O=C(COC(=O)CCCNC(=O)c1ccc(Cl)cc1)NC1CC1	19.3%	5.1%	-2.6%
O=C(COc1ccccc1Cl)Nn1cnnc1	1.4%	2.1%	0.7%
COc1cc(/C=C/C(=O)c2ccc3c(c2)OCCO3)cc(Br)c1OCC(=O)N(C)C	-6.4%	8.3%	7.31µM*
COc1cccc(CNc2nnnn2C)c1	2.7%	/	-5.0%
Nc1nc(Nc2ccccc2Cl)cc(=O)[nH]1	0.9%	/	?
C/C(N)=C(/C#N)C(=O)CSc1nc2cc(Cl)ccc2c(=O)n1Cc1ccco1	-14.6%	-8.1%	-25.5%
Cc1ccc(C)c(NS(=O)(=O)c2ccc3c(c2)n(C)c(=O)n3C)c1	-2.2%	3.8%	-16.5%
COc1ccc(OC)c(C(=O)N2CCCC(Nc3ccc(F)cc3)C2)c1 (stereo unspecified)	-3.1%	1.7%[56.1 µM]	-14.0%
CC(=O)c1cnc(Nc2nc(C)c3cccc(C)c3n2)nc1C	-5.7%	0.0%	/
Cc1ccccc1NC(=S)N(Cc1cccnc1)Cc1ccco1	1.0%	2.7%	-17.8%
CCOC(=O)c1ccc(CN(Cc2ccccc2C)S(=O)(=O)c2ccc(F)c(C(=O)Nc3cccc(OC)c3)c2)cc1	-1.3%	0.0%	-16.2%
Cc1ccccc1CN1C(=O)C2(c3ccccc31)N(c1ccccc1)C(=O)CS2(=O)=O (stereo unspecified)	-3.2%	2.1%	-15.6%
Cn1c2ccc(F)cc2c2nnc(SCCN3CCOCC3)nc21	-18.5%	/	-15.9%
O=C(Nc1ccc(N2CCOCC2)c(Cl)c1)c1cccnc1Cl	3.0%	0.0%	-26.5%
CCN(CC)C(=S)SC1=CCS(=O)(=O)C1	-0.5%	2.3%	-6.4%
Clc1ccc(-c2nnnn2-c2ccc(Cl)c(Cl)c2)cc1Cl	-8.2%	-2.3%	?
O=C(C1CC1)N1CCc2cc(Br)cc(S(=O)(=O)NCCCN3CCCC3)c21	2.3%	0.0%	-6.0%
COc1cccc(CN(C(=O)c2oc3ccc(Br)cc3c2C)C2CCS(=O)(=O)C2)c1 (stereo unspecified)	-12.0%	3.7%	16.4µM*
COCc1cc(C)nc(N2CCN(c3ccccc3)CC2)c1C#N	-1.4%	-3.1%	-9.6%

Screening results as filed in PubChem BioAssay.
